SIRT5 inh: inhibitors of human sirtuin-5 desuccinylase | Q9NXA8 | Purified SirT5, succinyl-peptide AMC, trypsin-coupled fluorescence | inhibition, % at 15 µM | actives 1.1% (n = 330,000) | AID 652115; in the data active = inhibition above about 15%; inconclusive = no clear call, values can overlap the other calls
Target sequence (Q9NXA8 whole entry, looked up): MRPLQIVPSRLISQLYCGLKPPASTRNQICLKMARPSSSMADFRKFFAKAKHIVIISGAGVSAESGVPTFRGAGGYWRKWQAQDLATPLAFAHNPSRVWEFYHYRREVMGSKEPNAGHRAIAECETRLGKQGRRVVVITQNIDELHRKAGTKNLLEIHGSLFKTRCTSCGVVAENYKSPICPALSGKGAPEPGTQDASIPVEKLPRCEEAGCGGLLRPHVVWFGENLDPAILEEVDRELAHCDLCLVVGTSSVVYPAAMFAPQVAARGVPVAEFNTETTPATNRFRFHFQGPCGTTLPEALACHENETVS
ARNT-TACC3 inh: disrupts binding between human ARNT and TACC3 | actives 0.66% (n = 390,000) | inhibition, % at 9.99 µM | Q9Y6A5 | AlphaScreen His-ARNT PAS-B/GST-TACC3 binding, luminescence; TACC3 fragment carries E629A point mutation | AID 623870;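 active = mean inhibition of replicates at least 50% and at least half of replicates each reaching 50%; inconclusive = half or more replicates reach 50% but mean below 50%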;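 note: 0% = complete ARNT plus TACC3 wells and 100% = ARNT alone without TACC3; many hits fall short of the cut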
EWS-Fli inh: blocks EWS/Fli oncoprotein-driven transcription; actives 0.67% (n = 350,000); A673 NR0B1-luciferase reporter, viability-normalised; inhibition, % at 12.6 µM;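 active = mean inhibition of at least 50% after viability correction, with every replicate also passing that limit; inconclusive = mean reaches 50% but only one of two replicates passes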;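 note: firefly luciferase signal divided by Alamar Blue viability fluorescence both relative to DMSO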
CASP6 VEID inh: inhibitors of human caspase-6 | purified caspase-6, Z-VEID-R110 cleavage fluorescence | P55212 | actives 0.53% (n = 350,000) | inhibition, % at 12.5 µM;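 active = mean inhibition across replicates at least about 35%, with every replicate also reaching that limit, limit read from the data; inconclusive = only one of the two criteria met; inactive = neither criterion met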;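 note: 0% = median of neutral control wells and 100% = no fluorescence left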
Target sequence (P55212 24-179 limits assumed): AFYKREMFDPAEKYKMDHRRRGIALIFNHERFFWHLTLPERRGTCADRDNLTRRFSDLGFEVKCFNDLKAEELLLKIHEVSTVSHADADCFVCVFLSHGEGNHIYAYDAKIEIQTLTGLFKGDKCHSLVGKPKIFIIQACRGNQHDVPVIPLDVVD
Target sequence (P55212 194-293 limits assumed): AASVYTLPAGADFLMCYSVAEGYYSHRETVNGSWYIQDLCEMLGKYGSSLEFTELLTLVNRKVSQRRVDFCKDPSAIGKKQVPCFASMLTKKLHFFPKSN
LGR2 inh: inhibitors of bursicon-induced Drosophila LGR2 receptor cAMP signaling. HEK293 LGR2, CRE-luciferase, bursicon-stimulated, 4 h. inhibition, % at 9.99 µM. AID 720647. actives 0.35% (n = 380,000);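 active = drop in luminescence signal, shown as inhibition above about 50% in the replicate tests, limit read from the data, passing the limit was not always enough; inconclusive = probably only some replicates passing the limit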;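 note: agonist challenge used bursicon conditioned medium at about half maximal strength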
DENV2 CPE rescue: DENV2-induced cell death inhibition; CPE inhibition, % at 9.99 µM; DENV2-infected cells, cytopathic effect rescue, plate reader; actives 1.7% (n = 350,000); in the data active = CPE inhibition above about 20%, passing the limit was not always enough; inconclusive = no clear call, values can overlap the other calls; tested in BHK-21 cells;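 note: 0% = median of neutral control wells and 100% = median of positive control wells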
PAX8 reporter: PAX8 transcriptional activity inhibition; RMG-I TPO-luciferase reporter, SteadyGlo, 24 h; actives 1.2% (n = 360,000); inhibition, % at 12.6 µM;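 active = mean replicate inhibition at least 60% with every replicate also reaching 60%; inconclusive = only one of the two criteria is met; inactive = mean below 60% and not all replicates reaching 60%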;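 note: luciferase light reporting Pax8 driven TPO promoter activity; plate controls were median of neutral control wells for no effect and mitoxantrone controls for full effect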
The depositor's hits bear a star.

`CCC(CC)C(=O)N1CCN(c2cccc(C)c2C)CC1` gave ARNT-TACC3 inh 1, LGR2 inh 16 and PAX8 reporter 21.
Screening CCCNC(=O)c1ccc(N2CCC3(CC2)CC(c2ccccc2)=NO3)c(N)c1 returned SIRT5 inh -1, ARNT-TACC3 inh -2, EWS-Fli inh 2, CASP6 VEID inh 2, LGR2 inh 2, DENV2 CPE rescue -4 and PAX8 reporter 16.
For COc1ccc(NC(=O)Nc2ccc(OC)c(OC)c2)c([N+](=O)[O-])c1 the results were SIRT5 inh -5, ARNT-TACC3 inh -5, EWS-Fli inh -8, CASP6 VEID inh 1, LGR2 inh -1, DENV2 CPE rescue -1 and PAX8 reporter 31.
For O=C(CCNS(=O)(=O)c1ccc(Cl)cc1)N1CCOCC1 the results were SIRT5 inh -2, EWS-Fli inh -1, CASP6 VEID inh -2, LGR2 inh -10, DENV2 CPE rescue 3 and PAX8 reporter 5.
CC12CCC(=O)N1C(C(=O)Nc1ccc(S(=O)(=O)N3CCCCC3)cc1)CS2 (stereo unspecified) was read as SIRT5 inh -2, ARNT-TACC3 inh -2, EWS-Fli inh 15, CASP6 VEID inh 2, LGR2 inh -11, DENV2 CPE rescue 32* and PAX8 reporter -1.
`CC(=O)c1ccc(NC(=S)N2CCCC2)cc1` gave SIRT5 inh -1, ARNT-TACC3 inh 2, CASP6 VEID inh -5, LGR2 inh -14, DENV2 CPE rescue inconclusive and PAX8 reporter -7.
For Cc1noc(C)c1S(=O)(=O)N(C)C[C@@H]1OCCCC[C@@H](C)Oc2ccc(NC(=O)Cc3ccccc3)cc2C(=O)N([C@H](C)CO)C[C@H]1C the results were SIRT5 inh -1, ARNT-TACC3 inh 0, EWS-Fli inh 6, CASP6 VEID inh -3, LGR2 inh 8, DENV2 CPE rescue -6 and PAX8 reporter -6.
`CC(C)NC(=O)NC(=O)COc1ccc(Br)cc1Br` gave SIRT5 inh -3, ARNT-TACC3 inh -18, EWS-Fli inh -52, CASP6 VEID inh -1, LGR2 inh 53*, DENV2 CPE rescue -1 and PAX8 reporter -134.
`CC(C)=CCC/C(C)=C/COc1ccc2ccc(=O)oc2c1` gave SIRT5 inh -4, ARNT-TACC3 inh -21, EWS-Fli inh -10, CASP6 VEID inh -5, LGR2 inh -22 and DENV2 CPE rescue -2.
`N#CCC(=O)Nc1ccc(C(=O)OCC(=O)c2ccc3c(c2)OCCO3)cc1` gave SIRT5 inh 2, ARNT-TACC3 inh -3, EWS-Fli inh -5, CASP6 VEID inh 0, LGR2 inh -79, DENV2 CPE rescue -1 and PAX8 reporter -87.
`CC(c1ccco1)N(C(=O)c1ccccc1F)c1ccccn1` (stereo unspecified) gave SIRT5 inh -3, ARNT-TACC3 inh -4, EWS-Fli inh 6, CASP6 VEID inh 0, LGR2 inh -6, DENV2 CPE rescue 4 and PAX8 reporter 3.
For COc1cc(OC)c(C(=O)Nc2ccccc2-c2ccccc2)cc1OC the results were ARNT-TACC3 inh 6, EWS-Fli inh -4, LGR2 inh 4 and PAX8 reporter -11.
Screening CCCNC(=O)Cn1cnc2sc(C(=O)N3CCN(c4ccc(F)cc4)CC3)c(C)c2c1=O returned SIRT5 inh -2, ARNT-TACC3 inh 0, CASP6 VEID inh -1 and LGR2 inh 7.
`N#Cc1cc2c(nc1SCc1ccccc1)CCCC2` gave SIRT5 inh -7, ARNT-TACC3 inh -13, EWS-Fli inh 0, CASP6 VEID inh 0, DENV2 CPE rescue -4 and PAX8 reporter -45.
Screening NS(=O)(=O)c1ccc(CNC(=O)COc2ccc3c4c(c(=O)oc3c2)CCCC4)cc1 returned SIRT5 inh 14, ARNT-TACC3 inh -2, EWS-Fli inh -3, CASP6 VEID inh 3, LGR2 inh 6, DENV2 CPE rescue -5 and PAX8 reporter -8.
For Cc1ccc(C(=O)OCC(=O)Nc2cccc(Br)c2)s1 the results were EWS-Fli inh -3, CASP6 VEID inh -2, LGR2 inh -2, DENV2 CPE rescue -12 and PAX8 reporter 2.
`CCOC(=O)C1(CCCc2ccccc2)CCN(C(=O)CCCn2cncn2)CC1` gave SIRT5 inh -3, ARNT-TACC3 inh 6, EWS-Fli inh -6, CASP6 VEID inh -4, LGR2 inh 4 and PAX8 reporter -18.
Screening Cc1ccc(S(=O)(=O)N2CCN(CC(=O)NC(=O)NCc3ccco3)CC2)cc1C returned SIRT5 inh -5, ARNT-TACC3 inh 3, EWS-Fli inh -5, CASP6 VEID inh 1, LGR2 inh -5, DENV2 CPE rescue 12 and PAX8 reporter 21.
For CC(=O)N[C@H]1CC[C@@H](CCNC(=O)Nc2ccc(C(F)(F)F)cc2)O[C@H]1CO the results were SIRT5 inh -1, ARNT-TACC3 inh -6, EWS-Fli inh 9, CASP6 VEID inh -164, LGR2 inh 27, DENV2 CPE rescue -2 and PAX8 reporter 0.
For CC(C)(C)CC(=O)Nc1nnc(SCC(=O)NC2CCCC2)s1 the results were SIRT5 inh 0, ARNT-TACC3 inh 5, EWS-Fli inh 5, CASP6 VEID inh 0, LGR2 inh -5, DENV2 CPE rescue 9 and PAX8 reporter 5.
`COc1cc2c(cc1OC)CN(C(=S)Nc1ccccc1Cl)CC2` gave SIRT5 inh -4, ARNT-TACC3 inh 8, EWS-Fli inh 5, CASP6 VEID inh -2, LGR2 inh -15, DENV2 CPE rescue 14 and PAX8 reporter -18.
For COc1ccc(CN2CCC(C(=O)Nc3ccc(Oc4cccnc4)cc3)CC2)c(C)c1C the results were SIRT5 inh 1, ARNT-TACC3 inh -1, EWS-Fli inh 28, CASP6 VEID inh -5, LGR2 inh 2, DENV2 CPE rescue -3 and PAX8 reporter 41.
`O=C(C[C@@H]1CC[C@H]2[C@@H](COC[C@H](O)CN2CC2CCCCC2)O1)NCc1ccc(F)cc1` gave SIRT5 inh -1, ARNT-TACC3 inh -10, EWS-Fli inh -3, CASP6 VEID inh 0, LGR2 inh 4, DENV2 CPE rescue -1 and PAX8 reporter -3.
For Cc1cc(Nc2cccc([N+](=O)[O-])c2)n2c(nc3ccccc32)c1C#N the results were SIRT5 inh -1, ARNT-TACC3 inh 3, CASP6 VEID inh -3 and LGR2 inh 32.

By substructure, those above containing an aryl methoxy group (four)
For COc1ccc(NC(=O)Nc2ccc(OC)c(OC)c2)c([N+](=O)[O-])c1 the results were SIRT5 inh -5, ARNT-TACC3 inh -5, EWS-Fli inh -8, CASP6 VEID inh 1, LGR2 inh -1, DENV2 CPE rescue -1 and PAX8 reporter 31.
For COc1cc(OC)c(C(=O)Nc2ccccc2-c2ccccc2)cc1OC the results were ARNT-TACC3 inh 6, EWS-Fli inh -4, LGR2 inh 4 and PAX8 reporter -11.
`COc1cc2c(cc1OC)CN(C(=S)Nc1ccccc1Cl)CC2` gave SIRT5 inh -4, ARNT-TACC3 inh 8, EWS-Fli inh 5, CASP6 VEID inh -2, LGR2 inh -15, DENV2 CPE rescue 14 and PAX8 reporter -18.
For COc1ccc(CN2CCC(C(=O)Nc3ccc(Oc4cccnc4)cc3)CC2)c(C)c1C the results were SIRT5 inh 1, ARNT-TACC3 inh -1, EWS-Fli inh 28, CASP6 VEID inh -5, LGR2 inh 2, DENV2 CPE rescue -3 and PAX8 reporter 41.

(more compounds)
`O=C(Nc1nnc(C2=COCCO2)o1)c1ccc(F)cc1` gave SIRT5 inh 2, ARNT-TACC3 inh 50*, CASP6 VEID inh -1, LGR2 inh -19, DENV2 CPE rescue 4 and PAX8 reporter -17.
Screening CCOc1ccccc1CN1CCC(N2CCC(C(=O)NC3CC3)CC2)CC1 returned SIRT5 inh 10, ARNT-TACC3 inh 6, EWS-Fli inh 3, CASP6 VEID inh -13, LGR2 inh -1, DENV2 CPE rescue 3 and PAX8 reporter -5.
For COC(=O)COc1cc(OCC(=O)OC)c2c(C)c(Cl)c(=O)oc2c1 the results were ARNT-TACC3 inh -37, LGR2 inh 8 and PAX8 reporter 0.
COc1ccc(CNS(=O)(=O)c2ccc3c(c2)C(C)(C)C(=O)N3C)cc1 was read as SIRT5 inh -2, ARNT-TACC3 inh 1, EWS-Fli inh 7, CASP6 VEID inh 11, LGR2 inh 11, DENV2 CPE rescue -3 and PAX8 reporter -10.
`C[C@@H]1CN([C@H](C)CO)C(=O)c2cc(C#Cc3ccccc3)cnc2O[C@@H]1CN(C)C(=O)c1ccccc1` gave SIRT5 inh 0, ARNT-TACC3 inh 14, EWS-Fli inh 0, CASP6 VEID inh -1, LGR2 inh -34, DENV2 CPE rescue -2 and PAX8 reporter 1.
Screening COc1ccc(CCNC(=O)c2sc3ccccc3c2Cl)cc1OC returned SIRT5 inh -3, ARNT-TACC3 inh -6, EWS-Fli inh 9, CASP6 VEID inh 1, LGR2 inh -18, DENV2 CPE rescue 5 and PAX8 reporter -11.
`CC(=O)OCCN(CCOC(C)=O)c1c(C)[nH]c(=O)[nH]c1=O` gave SIRT5 inh -1, ARNT-TACC3 inh -1, CASP6 VEID inh -6 and LGR2 inh 10.
For Cc1ccc(S(=O)(=O)Nc2cccc(C(=O)N3CCN(c4ccccc4O)CC3)c2)cc1F the results were SIRT5 inh 4, ARNT-TACC3 inh 3, EWS-Fli inh 4, CASP6 VEID inh 2, LGR2 inh 11, DENV2 CPE rescue 4 and PAX8 reporter -5.
Screening COCC1CCN(C(=O)C2CCC(=O)N(C3CCCCCC3)C2)CC1 (stereo unspecified) returned SIRT5 inh -1, ARNT-TACC3 inh -1, EWS-Fli inh 0, CASP6 VEID inh -1, LGR2 inh 29, DENV2 CPE rescue -12 and PAX8 reporter -2.
Cc1ccc(S(=O)(=O)Nc2ccc3c(c2)C(=O)N([C@H](C)CO)C[C@@H](C)[C@H](CN(C)Cc2ccc(C(F)(F)F)cc2)OCCCC[C@H](C)O3)cc1 was read as SIRT5 inh 13, ARNT-TACC3 inh 7, EWS-Fli inh 66*, CASP6 VEID inh 8, LGR2 inh 20, DENV2 CPE rescue -25 and PAX8 reporter 116*.
C[C@@H]1CN([C@@H](C)CO)C(=O)c2cc(NS(=O)(=O)c3cn(C)cn3)ccc2O[C@@H](C)CCCCO[C@@H]1CN(C)S(=O)(=O)c1cccs1 was read as SIRT5 inh -4, ARNT-TACC3 inh -6, EWS-Fli inh -22, CASP6 VEID inh 2, LGR2 inh 1, DENV2 CPE rescue 2 and PAX8 reporter -27.
Screening CCOC(=O)c1cnc(SCCN2CCOCC2)nc1N returned SIRT5 inh 0, ARNT-TACC3 inh -8, EWS-Fli inh -19, CASP6 VEID inh -3, LGR2 inh 3, DENV2 CPE rescue -1 and PAX8 reporter -25.
For O=C(NCc1cc([N+](=O)[O-])ccc1O)c1cccnc1Sc1ccc(Cl)cc1 the results were SIRT5 inh 2, ARNT-TACC3 inh -3, EWS-Fli inh 0, CASP6 VEID inh 3, LGR2 inh -7, DENV2 CPE rescue 20 and PAX8 reporter 0.
O=C(Cc1ccc(Br)cc1)Nc1ccccc1N1CCCC1 was read as SIRT5 inh 3, ARNT-TACC3 inh 4, EWS-Fli inh -6, CASP6 VEID inh 1, LGR2 inh -3, DENV2 CPE rescue -10 and PAX8 reporter 16.
For Cc1ccccc1COC(=O)CCC1=NS(=O)(=O)c2ccccc2N1 the results were SIRT5 inh -1, ARNT-TACC3 inh 0, CASP6 VEID inh -1, LGR2 inh -18, DENV2 CPE rescue 5 and PAX8 reporter -3.
CNC[C@H]1OCCCC[C@@H](C)Oc2ccc(NC(=O)Nc3ccc(F)cc3)cc2C(=O)N([C@@H](C)CO)C[C@@H]1C was read as SIRT5 inh -2, ARNT-TACC3 inh 14, EWS-Fli inh -3, CASP6 VEID inh -3, LGR2 inh 5, DENV2 CPE rescue 16 and PAX8 reporter 9.
Screening CCN(CC(=O)NCc1ccc(Cl)cc1)C(=O)/C=C/c1cccs1 returned SIRT5 inh 4, ARNT-TACC3 inh -1, EWS-Fli inh 5, CASP6 VEID inh -4, LGR2 inh 27, DENV2 CPE rescue 3 and PAX8 reporter 4.
